# p53ts 39C tox: qHTS Screen for Compounds that Selectively Target Cancer Cells with p53 Mutations: Cytotoxicity of p53ts Cells at the Nonpermissive Temperature; H1299-p53A138V viability at 39C, ATP luminescence, 24 h; 130,000 compounds, 1.5% hits; Potency, µM (highest dose often 46.1 µM), inactives show at the top dose activity change, negative = cell killing, most hits filed as cytotoxic; AID 902, 2007; further: nearly all actives have a fitted effect of over 55% in size
# Peg3 imprint: qHTS Assay for Compounds that Induce Erasure of Genomic Imprints; mouse ES Peg3-LacZ reporter, beta-gal luminescence, 40 h; Potency, µM (series often up to 60.7 µM), without a hit: top-dose activity change, positive = activation, hits mostly activators; 110,000 compounds, 0.02% hits;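 further: 0% = negative control wells on the plate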
#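 Imprint erasure is scored as LacZ activity from the silenced maternal Peg3 allele in feeder-free female ES cells cultured 40 h with LIF. Luminescence is normalized to in-plate negative controls and fitted to the Hill equation.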
# p53ts 32C tox: qHTS Screen for Compounds that Selectively Target Cancer Cells with p53 Mutations: Cytotoxicity of p53ts Cells at the Permissive Temperature. H1299-p53A138V at 32C, ATP luminescence viability, 24 h. Potency, µM (doses to about 46.1 µM), without a hit: at the highest dose activity change, negative = cytotoxicity, actives largely listed as cytotoxic. AID 924, 2007. 130,000 compounds, 0.93% hits;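 further: 0% = DMSO and -100% = full killing by reference compound; nearly all actives have a fitted effect of over 55% in size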
#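 ATP-content luminescence (ATPlite) read-out after 24 h compound exposure at 32C in H1299-p53A138V cells (600/well). Tested up to 46 uM. Normalized to DMSO (0%) and 100 uM tamoxifen (100% killing); Hill-fit AC50.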
# IkB signaling: IkB Signaling; AID 445, 2006; Potency, µM (top dose mostly 57.1 µM), without a hit: top-dose IkBa stabilization activation; 110,000 compounds, 0.04% hits; ABC-DLBCL IkBa-CBG/CBR dual luciferase ratio, 4 h; response scale: scaled: untreated 0%, proteasome inhibitor 100%; active means well fitted curve in the direction sought with a large enough effect in the signal ratio, not every such curve was filed as active; inconclusive means small, poorly fitted or top-dose-only effect, or a change in a side signal; the % refers to the signal ratio;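 further: the direction sought is a rising ratio; 0% = basal untreated cells and 100% = reference inhibitor full response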
#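 Luminescence ratio of IκBα-fused green versus native red beetle luciferase in OCI-Ly3 cells, 4 h post-doxycycline with compound; red signal alone, scaled from basal (0%) to zero light (-100%), flagged nonspecific or cytotoxic effects.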
# Starred values were filed as active, the others as inactive; ? = inconclusive; / = no result given; [ ] = dose if it differs, or a comment. Unless noted, the call rests on the fitted dose curve; in most records, active means well fitted curve in the direction sought with a large enough effect; inconclusive means small, poorly fitted or top-dose-only effect, or another doubt; inactive means no such curve, though single readings can be large; an effect the other way counts as inactive or inconclusive. Unless noted, on the % scale 0 is the no-effect control and ±100 the full control effect; potency means the concentration at half of the fitted maximal effect.
# Results follow in this order: p53ts 39C tox	p53ts 32C tox	Peg3 imprint	IkB signaling
Cc1csc2nc(-c3cccc(NC(=O)c4ccc(S(N)(=O)=O)cc4)c3)cn12
  -27%	-13%	-5%[10.9 µM]	?
O=C(COc1ccc2ccccc2c1Br)Nn1cnnc1
  1%	-7%	-8%	-1.1%
CCc1cc(Cl)c(OC)c(C(=O)NC[C@@H]2CCCN2CC)c1O
  -15%[20.6 µM]	-13%[20.6 µM]	-5%	-0.7%[25.6 µM]
Cc1cccc(OCCn2c(CCCO)nc3ccccc32)c1
  -14%	-4%	-12%	0.6%
Cc1oc(-c2ccccc2)nc1CNS(=O)(=O)c1ccc(Cl)cc1
  -1%	29%	-11%[10.9 µM]	?
Cc1cc(NC(=O)c2ccc(NC(=O)c3cccs3)cc2)no1
  8%	15%	-9%	1.4%
Cc1ccccc1NS(=O)(=O)c1ccc2[nH]cc(C(=O)NC3CCCCC3)c(=O)c2c1
  ?	-20%	-10%[10.9 µM]	?
CC(=O)OCC(OC(C)=O)C(OC(C)=O)C(OC(C)=O)C(=O)Nc1ccc(C)cc1 (centres undefined)
  4%	-6%	8%	1.1%
Cc1ccc(Cl)cc1N1CCN(C(=O)c2ccc(NC(=O)c3nsc4ccccc34)cc2)CC1
  -24%	-14%	-11%[10.9 µM]	66%
COc1cccc(-n2c(SCC(N)=O)nnc2-c2ccncc2)c1
  -5%	-6%	0%	-2.0%

# Compound profiles (already shown). Order of screens: p53ts 39C tox	p53ts 32C tox	Peg3 imprint	IkB signaling
# Profile of Cc1ccccc1NS(=O)(=O)c1ccc2[nH]cc(C(=O)NC3CCCCC3)c(=O)c2c1 → ?	-20%	-10%[10.9 µM]	?
# Profile of COc1cccc(-n2c(SCC(N)=O)nnc2-c2ccncc2)c1 → -5%	-6%	0%	-2.0%
# Profile of Cc1cccc(OCCn2c(CCCO)nc3ccccc32)c1 → -14%	-4%	-12%	0.6%
# Profile of Cc1csc2nc(-c3cccc(NC(=O)c4ccc(S(N)(=O)=O)cc4)c3)cn12 → -27%	-13%	-5%[10.9 µM]	?
# Profile of CC(=O)OCC(OC(C)=O)C(OC(C)=O)C(OC(C)=O)C(=O)Nc1ccc(C)cc1 (centres undefined) → 4%	-6%	8%	1.1%

# More results follow:
# Results follow in this order: p53ts 39C tox	p53ts 32C tox	Peg3 imprint	IkB signaling
Clc1ccc(Cl)c(-c2nn3c(Cn4cnc5ccccc54)nnc3s2)c1
  11%	7%	14%	1.2%
Cc1cccc(C)c1OCCn1c(CCNC(=O)C2CCCCC2)nc2ccccc21
  ?	17%	-6%[10.9 µM]	?
Nc1nonc1-n1nncc1-c1ccccc1
  -4%	11%	0%	0.3%
CC(C)NC(=O)C1CCN(C(=O)c2cc3sccc3n2Cc2ccc(Cl)cc2)CC1
  -18%	17%	-24%[10.9 µM]	?
CCc1cc2c(NCCN3CCCCC3)ncnc2s1
  -14%	-7%	-18%	2.2%
COc1cc(CN2CCc3nc(Nc4ccc5c(c4)OCCO5)ncc3C2)cc(OC)c1OC
  ?	-22%	-19%[10.9 µM]	?
Cc1ccc(-c2nnc3c4ccccc4c(C)nn23)cc1NC(=O)CN1CCOCC1
  -4%	4%	0%	1.3%
COC(=O)NC(c1cccs1)C(C(C)=O)C(=O)OC (centres undefined)
  9%[9.22 µM]	-1%[9.22 µM]	/	/
CCOc1ccc(N2C(=O)CSC2c2ccncc2)cc1 (centres undefined)
  -4%	5%	-13%	1.7%
COc1ccc(-c2noc(CCC(=O)N3CCN(Cc4ccccc4)CC3)n2)cc1
  -11%	-9%	-45%[inhibitor]	?
O=C(CCN1CCc2ccccc2C1)Nc1ccc(F)cc1
  9%	2%	-13%	2.2%
CCOC(=O)CSc1nc2ccc(NC(=O)COc3ccccc3C)cc2s1
  3%	-6%	5%[10.9 µM]	?
CC1=C(C#N)C(NC(=O)c2ccccc2)(C(F)(F)F)C(=O)N1 (centres undefined)
  -4%	5%	-5%[10.9 µM]	2.6%
CCc1ccc(CN(Cc2ccco2)C(=O)c2ccccc2Cl)cc1
  -20%	18%	11%[10.9 µM]	?
CCc1ccc(C(=O)c2cn(CC(=O)Nc3ccc(F)c(F)c3)c3cc(OC)c(OC)cc3c2=O)cc1
  -9%	12%	-6%[10.9 µM]	?
Cc1ccc2nc(NC(=O)c3cc(=O)c4cc(C)c(C)cc4o3)sc2c1
  8%	8%	-11%[10.9 µM]	-3.5%
COCCCNC(=O)CC(NS(=O)(=O)c1ccc(Cl)cc1)c1ccco1 (centres undefined)
  5%	-14%	-3%	0.0%
Cn1c(=N)n(CC(O)c2cccc3ccccc23)c2ccccc21 (centres undefined)
  -27%	-24%	/	11%
CC(=O)OCc1cc2cc(C)ccc2[nH]c1=O
  1%	1%	-7%	1.5%
CN(C)c1ccc(CNC(=O)c2cnc3sc(N4CCOCC4)nn3c2=O)cc1
  -12%	5%	19%[10.9 µM]	-1.0%
O=C(NCc1ccc2c(c1)OCO2)c1ccc2c(c1)N(Cc1cccc(Cl)c1)C(=O)c1ccccc1S2=O (centres undefined)
  9%	9%	-12%[10.9 µM]	0.1%
Cc1ccc(C)c(CN2C(=O)c3ccccc3Sc3ccc(C(=O)NC4CCCC4)cc32)c1
  -8%	27%	-23%[10.9 µM]	?
COc1ccccc1-c1c(C)nn2c(C(F)(F)F)cc(-c3ccccc3)nc12
  3%	-5%	1%[10.9 µM]	2.2%
CN1C(C(=O)Nc2ccccn2)=C(O)c2ccccc2S1(=O)=O
  8%	-12%	-11%	0.0%
O=C(CN1CCOCC1)N1CCN(S(=O)(=O)c2ccccc2)C1c1ccccc1 (centres undefined)
  -10%	-14%	-7%	0.3%
CCOc1ccccc1N(CC(=O)N1CCOCC1)S(=O)(=O)c1ccc(SC)cc1
  15%	8%	-4%	0.3%
CC(C)c1ccc(NC(=O)CN(C)S(=O)(=O)c2ccc3c(c2)n(C)c(=O)c(=O)n3C)cc1
  11%	-12%	-14%[10.9 µM]	1.7%
C=CCn1c(CC#N)nnc1N1CCOCC1
  -1%	1%	-5%	0.7%
CCSc1oc(-c2ccco2)nc1S(=O)(=O)c1ccccc1
  -3%	5%	-21%	0.0%
COc1ccc(CNC(=O)c2cc(-c3ccc(Br)s3)nc3ccccc23)cc1
  10µM*	-6%	3%[10.9 µM]	0.9%
N#C/C(=C\c1ccc(-c2ccc(C(=O)O)cc2)o1)C(=O)Nc1ccccc1C(=O)O
  3%	9%	-16%[10.9 µM]	17%
CCc1cc(=O)oc2cc(OC(C)C(=O)O)c(Cl)cc12 (centres undefined)
  2%	0%	-4%	0.6%
O=C(CN(Cc1ccccc1F)C(=O)c1ccco1)NCc1ccc(F)cc1
  -6%	-4%	1%	-1.5%
OC(CCN1CCOCC1)(c1ccc(Cl)cc1)C1CCCCC1 (centres undefined)
  -7%	-27%	/	-2.0%
CCS(=O)(=O)N1CCC(C(=O)NCCc2ccc(OC)c(OC)c2)CC1
  -6%	-4%	0%	-0.6%
CCc1ccc(CNC(=O)c2ccc(CS(=O)c3ccc(Br)cc3)o2)cc1 (centres undefined)
  -15%	-3%	1%[10.9 µM]	0.2%
O=C1CCCC2=C1C(c1cccs1)n1nc(SCc3ccccc3F)nc1N2 (centres undefined)
  44%[activator]	24%	?	?
C=CCSc1nc2c(c(=O)n(C)c(=O)n2C)n1CC
  -6%	9%	-7%	0.7%
CCn1nnnc1SCC(=O)N(C1CCCCC1)C1CCCCC1
  3%	-1%	-7%	3.7%
CCOc1ccc(S(=O)(=O)N(CC(=O)NCc2ccccc2OC)c2ccccc2)cc1
  -17%	-7%	6%[10.9 µM]	?

# 3 structures already listed, ordered by molar mass, high to low:
# Results follow in this order: p53ts 39C tox	p53ts 32C tox	Peg3 imprint	IkB signaling
O=C1CCCC2=C1C(c1cccs1)n1nc(SCc3ccccc3F)nc1N2 (centres undefined)
  44%[activator]	24%	?	?
O=C(CN(Cc1ccccc1F)C(=O)c1ccco1)NCc1ccc(F)cc1
  -6%	-4%	1%	-1.5%
C=CCSc1nc2c(c(=O)n(C)c(=O)n2C)n1CC
  -6%	9%	-7%	0.7%

# (more compounds)
# Results follow in this order: p53ts 39C tox	p53ts 32C tox	Peg3 imprint	IkB signaling
Cc1cccc(N2CCN(c3ccc4cc(S(=O)(=O)N5CCC(C)CC5)ccc4n3)CC2)c1C
  10%	3%	-7%[10.9 µM]	-2.7%
CCCc1nc2n[nH]c(N)c2c2c1CCC2
  9%	21%	-5%	-2.8%
COc1ccc(CNc2nc(NCc3ccc(OC)cc3)n(S(C)(=O)=O)n2)cc1
  -2%	1%	-9%	0.8%
COCC(=O)Nc1c(C(=O)Nc2ccccc2OC)oc2ccccc12
  -14%	-13%	-2%	0.2%
Cc1cccc(-n2c3nc(=O)[nH]c(=O)c-3cc3c(Cl)cccc32)c1C
  7%	15%	-26%[10.9 µM]	17%
COc1ccc(C(=O)N2CCc3cc(OC)c(OC)cc3C2COc2ccccc2OC)cc1 (centres undefined)
  ?	4%	-6%[10.9 µM]	0.4%
Cc1ccc(C)c(NC(=O)c2cnn(-c3ccc(F)cc3F)c2C2CCNCC2)c1
  ?	0%	-6%[10.9 µM]	?
O=C(Cn1cnc2c(nnn2Cc2ccccc2F)c1=O)N1CCN(c2ccccc2)CC1
  17%	-4%	12%	0.5%
CC(=O)NCCc1nc2ccccc2[nH]1
  5%	4%	3%	1.4%
CCCCCC(=O)Nc1ccc2oc(-c3ccncc3)nc2c1
  3%	-3%	-47%[inhibitor]	-1.3%

# Limited to IkB signaling, p53ts 39C tox and Peg3 imprint, for two of the compounds above:
mol | IkB signaling | p53ts 39C tox | Peg3 imprint
CCCCCC(=O)Nc1ccc2oc(-c3ccncc3)nc2c1 | -1.3% | 3% | -47%[inhibitor]
CCCc1nc2n[nH]c(N)c2c2c1CCC2 | -2.8% | 9% | -5%

# (cont.)
# Results follow in this order: p53ts 39C tox	p53ts 32C tox	Peg3 imprint	IkB signaling
COc1ccc2oc(=O)c(-c3nc(-c4cccs4)no3)cc2c1
  -15%	2%	-6%[10.9 µM]	-4.4%
COCCCNC(=O)CSc1nc2cc3c(cc2c(=O)n1CCCCCC(=O)NCc1ccc(OC)cc1)OCO3
  -7%	2%	1%[10.9 µM]	0.4%
CCOC(=O)C1CCN(c2nc3cc(OC)ccc3cc2C#N)CC1
  -16%	-8%	/	11%
CC(C)c1ccc(Nc2c(-c3ccco3)nc3ccccn23)cc1
  -9%	-2%	-5%[10.9 µM]	?
CN(C)CCCOC(=O)c1cc2ccccc2o1
  4%	11%	-12%	-0.1%
COCCn1c(=S)[nH]c2ncccc2c1=O
  -4%	-3%	13%	-0.7%
CCCCn1nnc(NC(=O)c2ccc(-c3ccccc3)cc2)n1
  7%	-6%	-22%	-2.7%
COc1ccc(-c2nc(-c3ccccc3)c(-c3ccc(O)cc3)[nH]2)cc1
  ?	?	-8%[10.9 µM]	?
COc1ccc(NC(=O)N2c3ccccc3CC2C)cc1OC (centres undefined)
  -15%	-8%	-5%	-0.7%
CCOc1ccc(S(=O)(=O)NCC(c2ccco2)S(=O)(=O)c2ccc(F)cc2)cc1 (centres undefined)
  -3%	6%	12%[10.9 µM]	-0.5%
COCCn1c(CNC(=O)c2ccccc2C)nc2cccnc21
  -24%	8%	11%[10.9 µM]	-0.4%
Cc1oc(-c2ccccc2F)nc1CN1CCC(C(=O)NCc2ccco2)CC1
  8%	9%	-8%	11%
Nc1nc(SCc2ccccc2Cl)cc(C(=O)O)n1
  4%[9.22 µM]	-3%[9.22 µM]	-14%[10.9 µM]	3.0%[11.4 µM]
CCOC(=O)C1CCN(C(=O)c2ccccc2Oc2ccccc2)CC1
  7%	8%	-10%	2.5%
O=C(NCCCN1CCOCC1)c1ccc2c(c1)N(Cc1cccc(Cl)c1)C(=O)c1ccccc1S2
  -29%	1%	-17%[10.9 µM]	-1.9%
CCOc1ccc(NC(=O)N(Cc2cn(CC)c3ccccc23)C2CCCCCC2)cc1
  ?	-22%	-32%[inhibitor][10.9 µM]	-1.3%
Cc1cccc(N2CCN(C(=O)c3cccc(-n4c(C)nc5cccnc54)c3)CC2)c1C
  -4%	-4%	-7%[10.9 µM]	4.5%
COc1ccc(OCCn2cc(C(=O)c3ccco3)c3ccccc32)cc1
  -18%	4%	-6%[10.9 µM]	?

# Compound activity as filed in PubChem.
